Shn3 3UTR inh: Schnurri-3 reporter inhibition in Clone20 osteoblasts; Clone20 osteoblast Shn3 3'UTR firefly luciferase, 24 h; inhibition, % at 12.5 µM; 360,000 tested, 0.52% active;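 active = mean inhibition of at least 75% with every replicate also reaching 75%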;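 note: 0% = median of neutral control wells and 100% = pilot-screen positive control compound; some compounds past the cut are filed as inactive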
TRPM1 prom inh: MITF TRPM1 promoter inhibition in SK-MEL-5 cells | SK-MEL-5 TRPM1 promoter luciferase, 24 h | inhibition, % at 12.5 µM | 330,000 tested, 0.83% active | AID 488899;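 active = mean inhibition across replicates of 60% or more, whatever share of single replicates reaches that level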; note: values of inactives mirror those of a sister screen read the other way
CF NFkB inh: inhibitors of cystic fibrosis induced NF-kB. inhibition, % at 5 µM. 360,000 tested, 0.86% active. KKLEB NF-kB-GFP reporter, PAF-induced, GFP fluorescence overnight. AID 588850;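 active = at least 50% inhibition at 5 µM, scaled per plate between neutral and stimulator controls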;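 note: PAF is a Pseudomonas aeruginosa culture filtrate used as stimulus; plate controls were PAF-stimulated DMSO wells for no effect and unstimulated DMSO wells for full effect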
HIF-2a block: blocks HIF-2a reporter activity; 786-0 RCC cells HIF-2a reporter, luciferase luminescence, overnight; inhibition, % at 18.8 µM; 360,000 tested, 0.72% active; AID 624352;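 active = inhibition of the luminescence signal of 40% or more relative to plate controls, in a single-dose primary screen at 18.75 µM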
NR2E3 ag-1: activates human NR2E3 receptor. Q9Y5X4. CHO-S Gal4-NCOR/VP16-NR2E3 two-hybrid, luciferase. inhibition of corepressor binding, % at 3.98 µM. 360,000 tested, 0.35% active. AID 602229;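 active = inhibition above the mean of all tested compounds plus 3 SD, cut at about 70% in these data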;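 note: 0% = DMSO with NR2E3 transfected cells and 100% = cells lacking NR2E3 construct; higher means lower luciferase signal from less NR2E3 corepressor binding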
Target sequence (Q9Y5X4 whole entry, looked up, the tested form may be a part): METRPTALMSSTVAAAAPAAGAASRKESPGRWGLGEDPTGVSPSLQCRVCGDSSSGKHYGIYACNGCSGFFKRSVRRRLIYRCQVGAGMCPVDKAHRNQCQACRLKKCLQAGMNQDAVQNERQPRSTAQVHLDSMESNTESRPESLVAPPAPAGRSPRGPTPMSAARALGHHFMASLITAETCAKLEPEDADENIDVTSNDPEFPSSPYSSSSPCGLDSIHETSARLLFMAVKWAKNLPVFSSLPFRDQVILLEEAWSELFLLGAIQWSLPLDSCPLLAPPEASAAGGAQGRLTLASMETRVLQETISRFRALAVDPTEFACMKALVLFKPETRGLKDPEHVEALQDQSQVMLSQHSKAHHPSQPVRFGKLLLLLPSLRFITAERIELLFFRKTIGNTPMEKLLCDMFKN
KKLEB cytotox: CF airway cell cytotoxicity counter-screen. AID 602141. activity change (cytotoxicity), % at 5 µM. KKLEB CF airway cells viability, ATPlite luminescence, overnight; stronger effect = lower value; cells stimulated with P. aeruginosa culture filtrate. 360,000 tested, 0.36% active;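 active = corrected activity change at or below -50% at 5 µM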
Peg3 promoter: Peg3 promoter activity inhibition. HeLa PEG-Prom luciferase reporter, luminescence, overnight. 360,000 tested, 1.7% active. inhibition, % at 20 µM;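 active = inhibition of at least 50% at 20 µM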
PDI turbidity: inhibitors of human protein disulfide isomerase. 350,000 tested, 0.052% active. inhibition, % at 10 µM. PDI insulin aggregation turbidity, A650, 90 min. P07237;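 active = mean inhibition across replicates of 30% or more, whatever share of single replicates reach that level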;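 note: absorbance from insulin aggregation driven by PDI reduction with DTT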
Target sequence (P07237 whole entry, looked up): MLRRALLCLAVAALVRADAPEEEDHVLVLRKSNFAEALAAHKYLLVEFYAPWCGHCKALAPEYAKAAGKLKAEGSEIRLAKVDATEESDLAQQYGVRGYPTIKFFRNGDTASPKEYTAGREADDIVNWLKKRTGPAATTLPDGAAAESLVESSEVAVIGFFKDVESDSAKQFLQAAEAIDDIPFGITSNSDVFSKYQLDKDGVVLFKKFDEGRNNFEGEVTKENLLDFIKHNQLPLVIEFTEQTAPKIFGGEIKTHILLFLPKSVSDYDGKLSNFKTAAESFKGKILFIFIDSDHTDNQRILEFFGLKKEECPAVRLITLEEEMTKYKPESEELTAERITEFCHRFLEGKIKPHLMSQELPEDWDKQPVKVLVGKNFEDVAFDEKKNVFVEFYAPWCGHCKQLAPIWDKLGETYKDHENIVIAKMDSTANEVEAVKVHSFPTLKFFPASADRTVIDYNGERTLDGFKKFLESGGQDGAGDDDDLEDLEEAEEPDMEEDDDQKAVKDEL
NR2E3 ag-2: NR2E3 (human) agonism; GST-NR2E3/biotin-RetCOR TR-FRET, 1536-well; 320,000 tested, 0.12% active; Q9Y5X4; AID 2300; inhibition of corepressor binding, % at 4.78 µM;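 active = percent inhibition above the cutoff of mean plus 3 SD of all tested compounds, set per screening campaign, cut at about 20% in these data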;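 note: 0% = DMSO wells and 100% = biotin wells as full block of FRET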
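System: GST-tagged NR2E3 plus biotinylated RetCOR corepressor; Amount: 1.35 nM GST-tagged NR2E3 final; Dosing: single nominal compound dose of 4.8 µM; Schedule: 5 h incubation at 4 °C; Technique: TR-FRET with europium anti-GST and streptavidin-D2, 340 nm excitation; Controls: biotin wells as high control, 0.6% DMSO wells as low control.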
CaV13 FRET inh: Disruptors of the CACNA1D IQ motif to Ca2+-dependent inactivation inhibitor domain association, primary screening, Förster resonance energy transfer in intact living …. HEK cells, CFP/YFP FRET ICDI-IQ, plate reader, 10 min; percent FRET-ratio fall versus neutral wells. inhibition, % at 12.3 µM. 340,000 tested, 0.098% active. AID 743397;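 active = mean replicate inhibition of at least 30% and at least 1% of replicates passing that level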;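 note: 0% = median of the neutral control wells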
Vif inh: HIV Vif inhibition; HEK293T cells, Vif self-association by quenched fluorescence, imaging, 24 h; inhibition, % at 7.49 µM; 340,000 tested, 0.35% active; AID 602346; in the data active = inhibition above about 50%, passing the limit was not always enough; note: some results filed as inactive read as strong as hits
An asterisk follows results filed as active; i = inactive; . = not tested or not shown.

| structure | Shn3 3UTR inh | NR2E3 ag-1 | Peg3 promoter | CaV13 FRET inh | TRPM1 prom inh | NR2E3 ag-2 | HIF-2a block | KKLEB cytotox | Vif inh | CF NFkB inh | PDI turbidity |
| --- | --- | --- | --- | --- | --- | --- | --- | --- | --- | --- | --- |
| CC(=O)c1cccc(NC(=O)C2CCN(S(=O)(=O)c3ccc(C)cc3)CC2)c1 | 6.0 | 3.5 | -11.4 | 1.0 | 8.1 | -0.3 | 16.7 | 11.5 | 5.0 | -9.9 | -3.6 |
| Cc1ccc2nc3c(cc2c1)c(NC(=O)C(C)(C)C)nn3CC(C)C | 5.7 | 12.7 | 25.1 | -4.7 | 2.2 | 1.5 | 2.5 | 3.7 | 3.7 | 10.0 | 0.5 |
| CCOC(=O)c1c(NC(=O)OC)sc2c1CCC2 | -1.1 | -23.3 | 3.9 | -3.9 | 2.8 | 1.6 | 18.4 | -13.8 | 2.1 | 11.9 | 0.7 |
| CCNS(=O)(=O)c1ccc(CCC(=O)Nc2ccc(C(=O)OC)cc2)cc1 | -1.0 | 1.5 | 0.6 | -6.5 | 6.3 | 2.3 | 3.7 | 11.2 | 0.0 | -13.0 | 6.4 |
| Cc1ccc(N2CCCCn3c2nc2c3c(=O)[nH]c(=O)n2C)cc1 | 5.7 | -14.5 | 3.8 | 0.0 | -4.5 | -4.7 | 13.4 | -2.4 | -2.0 | -1.8 | 2.9 |
| COc1cccc(/C=C2\C(=O)C(=O)c3ccccc32)c1 | -3.1 | -21.7 | 9.3 | -5.4 | 17.3 | 0.1 | 2.2 | -3.4 | i | -6.0 | -0.2 |
| COc1ccc(-c2nnc(SCC(=O)N3CCCC3)o2)cc1 | -69.4 | -54.8 | -185.1 | -2.5 | -38.0 | 3.4 | -144.9 | 15.3 | 14.8 | -1.4 | -7.2 |
| Cc1nnc(SCc2ccccc2)nc1/C=C/NOCc1ccc(Cl)cc1Cl | -19.3 | -41.7 | 19.9 | -7.1 | 1.5 | -3.1 | -3.4 | 4.6 | -6.6 | 2.3 | -0.7 |

Single values from above:
In PDI turbidity, COc1ccc(-c2nnc(SCC(=O)N3CCCC3)o2)cc1 has the entry -7.2
In KKLEB cytotox, CC(=O)c1cccc(NC(=O)C2CCN(S(=O)(=O)c3ccc(C)cc3)CC2)c1 has the entry 11.5

Later entries:
| structure | Shn3 3UTR inh | NR2E3 ag-1 | Peg3 promoter | CaV13 FRET inh | TRPM1 prom inh | NR2E3 ag-2 | HIF-2a block | KKLEB cytotox | Vif inh | CF NFkB inh | PDI turbidity |
| --- | --- | --- | --- | --- | --- | --- | --- | --- | --- | --- | --- |
| Cc1ccc(C)c(N2CCN(C(=O)CCc3nc(-c4ccc(Br)cc4)no3)CC2)c1 | -48.5 | -61.3 | -127.2 | -5.1 | -59.5 | . | -168.9 | 15.5 | -5.5 | 6.7 | 11.3 |
| COC(=O)CNC(c1ccccc1)c1cc(Cl)ccc1NC(=O)c1cccc(Cl)c1 (stereo not drawn) | -13.8 | -6.5 | 19.2 | -3.0 | 6.2 | -1.4 | 19.2 | -10.4 | -18.3 | 3.5 | -0.9 |
| N/C(=N\OC(=O)CSc1ccccc1)c1ccncc1 | -46.8 | -64.3 | -209.5 | -6.3 | -30.6 | -0.5 | -213.4 | -19.7 | -3.1 | 6.2 | -48.0 |
| CCC1CCCCN1CCNC(=O)C1CCN(S(=O)(=O)c2cccc3nsnc23)CC1 (stereo not drawn) | 7.7 | -13.8 | -12.1 | -5.5 | 2.1 | 3.5 | 11.2 | -4.3 | 4.2 | 1.7 | -1.3 |
| CCc1nnc(NC(=O)Nc2ccccc2OC)s1 | -82.4 | -64.1 | -153.4 | -6.2 | -125.3 | 2.2 | -293.0 | 3.4 | -10.1 | 15.2 | -2.8 |
| Cc1ccc(NC(=O)c2ccc(OC(=S)N3CCOCC3)cc2)cc1 | -30.9 | -39.0 | -89.9 | -4.1 | -8.8 | -0.2 | -79.8 | 13.7 | -7.2 | -9.0 | -3.0 |
| c1ccc(-c2csc(Nc3ncccn3)n2)cc1 | -95.9 | -99.6 | -198.5 | -5.2 | -37.8 | 1.6 | -197.8 | -1.8 | -0.6 | 9.2 | -3.6 |
| Cc1cc(C)cc(C(=O)NCC(=O)OCC(=O)NC2CC2)c1 | -5.3 | 3.3 | 4.7 | -10.2 | -4.3 | . | 14.4 | 11.9 | 4.2 | -45.6 | 7.5 |
| COc1ccc(N2CCN(c3nc4c(C)cccn4c(=O)c3/C=C(\C#N)C(N)=O)CC2)cc1 | 22.9 | 5.1 | 17.8 | -18.1 | -5.0 | 4.3 | 8.5 | 5.5 | -5.8 | -4.8 | -7.5 |
| CCOc1ccc(C(=O)Nc2ccc(S(=O)(=O)NCC3CCCO3)cc2)cc1OCC (stereo not drawn) | 8.2 | 4.3 | 9.7 | -5.6 | 2.3 | -1.8 | 13.0 | -0.6 | -4.8 | 16.7 | 0.9 |
| O=C(NCCN1CCCCC1)c1ccc2c(c1)OCCO2 | -34.2 | -44.4 | -88.7 | -6.0 | -50.4 | 1.9 | -116.0 | -15.7 | 3.2 | -6.5 | 9.9 |
| CNC[C@@H](Cc1ccccc1)NC[C@@H](CC1CCCCC1)NCCCc1ccccc1 | -1.7 | 4.6 | 99.2* | -4.9 | 98.5* | -1.4 | 85.4* | -95.8* | -5.2 | 84.6* | 5.6 |
| CN(C)S(=O)(=O)c1ccc(C(=O)NCCOc2ccc(F)cc2)cc1 | -43.6 | -46.9 | -183.0 | -8.2 | -55.4 | 2.3 | -171.9 | 3.3 | 7.7 | -1.8 | -3.8 |
| Cc1nnc(NC(=O)CSc2nc(C(C)C)nc3sc(C)c(C)c23)s1 | 25.9 | 1.7 | 17.6 | -3.8 | 0.1 | . | 4.5 | -24.2 | 3.9 | 17.8 | 2.1 |
| N#Cc1ccc(CSc2nnc3[nH]c(=O)cc(N)n23)cc1 | 4.2 | 12.9 | 11.2 | -6.4 | -0.1 | -0.3 | 6.8 | 13.6 | -4.5 | 0.6 | 7.1 |
| NC(=O)c1ccc(N2CCN(c3ccccc3O)CC2)c([N+](=O)[O-])c1 | 34.0 | 16.0 | -9.3 | -4.8 | -0.4 | -5.1 | -10.8 | 8.0 | -5.1 | -3.6 | -2.2 |
| Cc1nc(C(=O)NNC(=O)Nc2ccc(Cl)cc2)cs1 | 5.0 | 11.5 | 14.1 | -3.7 | 2.1 | 3.0 | 24.2 | 2.3 | 7.5 | 1.8 | -2.5 |
| CCCCCCn1c(=O)n2n(c1=O)[C@@H]1CN(S(=O)(=O)c3ccc(C)cc3)C[C@]1(O)[C@@H](OC(=O)Nc1c(C)noc1C)C2 | 9.3 | -29.3 | -7.0 | -5.7 | . | . | 15.6 | 2.2 | -3.3 | 12.0 | 0.3 |
| CCN1C(=O)N(CC)C2C1N(C(C)=O)C(=O)N2C(C)=O (stereo not drawn) | 23.4 | -14.0 | 14.7 | . | 10.0 | -2.7 | 22.3 | 6.3 | . | -7.1 | 0.4 |
| COc1cc(OC)cc(C(=O)Nc2nnc(-c3cccnc3)o2)c1 | 21.0 | -13.5 | -3.8 | -5.0 | -1.1 | 0.8 | 11.0 | 0.9 | 6.2 | 9.0 | -1.3 |
| COc1ccccc1C(=O)Nc1sc2c(c1C(=O)NCc1ccco1)CCCC2 | 13.0 | 4.3 | 11.1 | -4.5 | 3.9 | -4.0 | 2.6 | -33.9 | . | 31.1 | 6.9 |
| COc1ccccc1-c1nnc(NC(=O)c2ccc(S(=O)(=O)N3CCOCC3)cc2)o1 | -23.7 | -2.7 | 0.0 | -5.7 | 4.5 | 2.8 | 20.2 | -20.7 | -3.3 | 10.2 | -2.9 |
| Cc1sc2nc(COC(=O)C(NC(=O)c3ccc(Cl)cc3Cl)C(C)C)[nH]c(=O)c2c1C (stereo not drawn) | -5.9 | -2.6 | 11.2 | -3.2 | -1.1 | 5.5 | 10.4 | 6.3 | -0.1 | -5.0 | 3.1 |
| Cc1cc(C(F)(F)F)nn1CC(=O)NCc1ccccc1 | -1.2 | -20.8 | 11.9 | . | 11.2 | 1.3 | 1.6 | -12.4 | 10.7 | 7.6 | 6.4 |
| CCOC(=O)c1ccc(-c2ccc3c(c2)CCC3)nc1C | -90.7 | -140.4 | -398.1 | -3.1 | -76.9 | 0.3 | -338.5 | 3.4 | -6.9 | -7.8 | 3.1 |
| COc1ccccc1C(=O)n1nc(-c2cccnc2)nc1NCc1ccccc1 | 5.4 | -22.6 | 9.5 | -5.5 | 3.6 | . | 7.5 | -12.8 | -13.4 | 12.5 | 4.0 |
| CC(=O)Nc1ccc(N(C(=O)CNC(=O)c2ccco2)C(C(=O)NCc2ccco2)c2ccccc2)cc1 (stereo not drawn) | 7.4 | -10.4 | -5.3 | -3.2 | -0.8 | 2.2 | 9.2 | 5.7 | -4.9 | -7.5 | 2.4 |
| CC(C)NC(=O)c1sc2nc3c(c(-c4cccs4)c2c1N)CN(C)CC3 | 10.9 | -9.1 | 11.0 | . | -10.8 | -5.0 | 21.1 | 0.7 | 2.1 | -8.2 | -10.9 |
| O=C(NCc1ccco1)c1cc2nc(C3CC3)cc(C(F)(F)F)n2n1 | 6.8 | -16.6 | -10.1 | . | 1.6 | 1.6 | 24.8 | -4.9 | -1.7 | 8.0 | -34.8 |
| Cc1sc(-c2ccccn2)nc1OC(=O)c1cccc(Cl)c1Cl | 2.7 | 0.8 | -7.1 | -3.3 | -3.9 | -1.4 | 0.9 | 3.8 | -13.6 | -4.7 | 6.7 |
| Cc1ccc(NC(=O)CN2CCN(CCN=CC3=C(O)CC(c4ccc(C)cc4)CC3=O)CC2)cc1 (stereo not drawn) | 7.6 | -18.5 | 11.0 | 4.9 | 10.0 | 4.1 | 14.1 | -4.7 | -12.3 | -0.1 | 3.5 |
| COc1ccc(OC)c(C2=NOC(C(=O)NCc3cccs3)C2)c1 (stereo not drawn) | 8.7 | -30.1 | 20.4 | -16.2 | 17.1 | -1.0 | 5.8 | -0.1 | -1.6 | 4.2 | -9.4 |
| COCCn1c(C)cc(C(=O)CSc2nc3ccccc3c(=O)n2C(C)COC)c1C (stereo not drawn) | 22.9 | -15.8 | 16.2 | -4.7 | 4.5 | 4.1 | 19.9 | -5.9 | 3.0 | 23.1 | -4.7 |
| Cc1cccc(Oc2cc([N+](=O)[O-])cc3c2C(=O)Nc2ccccc2O3)c1 | 29.3 | 12.3 | -62.3 | -2.7 | 13.3 | 2.5 | -103.5 | -3.0 | -21.4 | 0.9 | -1.5 |
| COc1ccc2c(CC(=O)Nc3cccc(S(=O)(=O)N4CCOCC4)c3)coc2c1 | 14.1 | 19.4 | -17.5 | -3.3 | 1.4 | -1.1 | -26.9 | 4.8 | -5.9 | -27.6 | 1.4 |
| COc1ccc(NC(=O)N(C)C[C@H]2Oc3ccc(NC(=O)c4ccncc4)cc3C(=O)N([C@H](C)CO)C[C@@H]2C)cc1 | 2.5 | 10.9 | -21.2 | -4.9 | -6.7 | . | 2.6 | 6.8 | -5.3 | -41.6 | 1.6 |
